# High-throughput results deposited in PubChem BioAssay by several laboratories.
# Yeast lifespan up – compounds extending yeast replicative lifespan, primary screen, S. cerevisiae, OD615; hit rate 0.68% among 130,000; S. cerevisiae growth with nicotinamide; deaD strain in restrictive glucose medium; inhibition of the nicotinamide effect, % at 10 µM;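 active means inhibition above a set limit, placed 3 SD over the median of all compounds, cut at about 26% in these data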;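 further: 0% = nicotinamide-treated wells and 100% = cells grown without nicotinamide; some compounds called inactive have numbers as strong as hits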
#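 Measured by: optical density (absorbance) at 615 nm; System: modified budding yeast, DeaD strain; Medium: restrictive CSMM-D dextrose medium; Timing: 4 h preincubation then 48 h treatment at 30 °C.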
# HCT116 bCat-KO – primary screen for growth suppressors in beta-catenin knockout HCT116 cells (colon tumor, human); HCT116 beta-catenin knockout viability, CellTiter-Glo, 60 h; active compounds read low; viability, % at 10 µM; hit rate 1.5% among 140,000; AID 818, 2007;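 active means viability at or under a set limit, the compound median less 4 SD, cut at about 6% in these data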;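 further: 0% = Hyamine 1622 control at 20 µM and 100% = untreated cell control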
# E-sel TNF inh – E-selectin induction blockers in HUVEC – imaging, immunofluorescence, high content, primary screen; HUVEC TNFa-induced E-selectin immunofluorescence; inhibition, % at 2 µM; hit rate 0.71% among 120,000;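 active means inhibition above the batch mean plus 3 SD, and confirmed as a hit on visual image review, cut at about 43% in these data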;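 further: 0% = TNF-stimulated DMSO wells and 100% = unstimulated control wells; not every result past the cut was called active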
# Measles CPE – compounds protecting cells from measles virus cytopathic effect, primary screen, measles RdRp inhibitor project, single point, MLSMR library, absorbance | Measles virus-infected cells, CPE protection | protection (pct of control), % at 4 µM | hit rate 1.5% among 140,000 | AID 841, 2007; in the data active means protection mostly above about 24%, no sharp cut-off; inactive means mostly below about 26%; further: some compounds called inactive have numbers as strong as hits
# PTEN del growth – growth suppression of PTEN-null HCT116, primary screen, cell-based, CellTiter-Glo. HCT116 PTEN-null viability, 60 h; active compounds read low. viability, % at 10 µM. hit rate 1.2% among 140,000. AID 827, 2007;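 active means viability at or below a set limit, 4 SD under the median of all tested compounds, cut at about 3.7% in these data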;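 further: PTEN knockout HCT116 line with beta catenin targeted HCT116 as companion control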
# BB579 growth dn – growth inhibitors of yeast BB579 in restrictive medium, primary screen, yeast lifespan-shortening project, S. cerevisiae | OD615, 48 h | hit rate 0.51% among 140,000 | inhibition, % at 10 µM;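 active means inhibition above a set limit, 3 SD over the mean compound inhibition, cut at about 44% in these data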; further: inactives centre near -24
#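 controls = amphotericin B 10 µg/mL, positive | assay system = DeaD yeast strain BB579 | schedule = 48 h compound exposure at 30 °C after 4 h preincubation | detection = OD615 turbidity measurement | medium = restrictive CSMM-D medium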
# Phagocytosis inh – inhibitors of macrophage phagocytosis, primary screen, imaging, J774A.1 cells, IgG beads; J774A.1 macrophage IgG-bead phagocytosis; inhibition, % at 5 µM; hit rate 0.07% among 110,000;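 active means inhibition above the mean of the plate negative controls plus 5 SD, cut at about 13% in these data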;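 further: phagocytic index as fraction of beads internalized from green versus red external bead signal; plate controls were DMSO negative control for no effect and cytochalasin-D positive control for full effect; some results beyond the cut were filed as inactive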
# NPY Y2 blocker – NPY-Y2 receptor antagonists, primary screen, cell-based | inhibition, % at 2.7 µM | NPY-Y2 expressing cells, antagonist mode | hit rate 0.99% among 140,000 | AID 793, 2007; in the data active means inhibition above about 17%;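 further: 0% = vehicle with agonist challenge and 100% = reference antagonist with challenge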
# Target sequence (P49146 whole entry, looked up): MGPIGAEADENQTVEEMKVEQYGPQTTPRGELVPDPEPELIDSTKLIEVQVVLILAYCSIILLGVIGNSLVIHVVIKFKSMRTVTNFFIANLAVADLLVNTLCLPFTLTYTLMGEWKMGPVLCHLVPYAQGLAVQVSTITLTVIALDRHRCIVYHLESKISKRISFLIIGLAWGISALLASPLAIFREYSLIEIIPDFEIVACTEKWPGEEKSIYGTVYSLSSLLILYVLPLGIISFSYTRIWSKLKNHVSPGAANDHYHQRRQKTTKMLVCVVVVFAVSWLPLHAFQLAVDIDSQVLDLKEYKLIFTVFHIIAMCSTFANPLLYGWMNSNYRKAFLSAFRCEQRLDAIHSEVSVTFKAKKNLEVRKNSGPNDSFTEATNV
# GALR2 antag – GALR2 antagonists in receptor-expressing cells, primary screen | Galanin receptor type 2 (Homo sapiens), O43603 | antagonist mode | inhibition, % at 4 µM | hit rate 0.39% among 140,000 | AID 828, 2007; in the data active means inhibition above about 27%;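 further: cells stimulated with galanin 1-16 at roughly its EC80; 0% = agonist challenge control and 100% = basal control without agonist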
# Target sequence (O43603 whole entry, looked up): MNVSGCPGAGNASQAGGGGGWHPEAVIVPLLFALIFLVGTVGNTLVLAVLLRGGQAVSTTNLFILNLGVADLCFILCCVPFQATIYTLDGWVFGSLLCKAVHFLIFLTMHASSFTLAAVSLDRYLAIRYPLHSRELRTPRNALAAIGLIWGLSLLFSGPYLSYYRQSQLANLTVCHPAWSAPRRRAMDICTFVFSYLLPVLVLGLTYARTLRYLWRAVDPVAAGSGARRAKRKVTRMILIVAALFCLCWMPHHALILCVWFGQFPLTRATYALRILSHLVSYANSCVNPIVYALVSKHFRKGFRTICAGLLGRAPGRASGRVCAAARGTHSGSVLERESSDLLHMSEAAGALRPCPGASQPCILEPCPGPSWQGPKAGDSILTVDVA
# MRP-1 activ – H69AR viability gain despite doxorubicin, primary screen, MRP-1 activator project, H69AR cells, CellTiter-Glo | viability rescue | viability increase, % at 10 µM | hit rate 0.61% among 140,000 | AID 799, 2007;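 active means viability gain under doxorubicin at or above a set limit, the compound median plus 3 SD, cut at about 4.7% in these data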;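 further: MRP-1 overexpressing cells given doxorubicin 25 µM after compound pretreatment; 18-22 h compound pretreatment then 72 h with doxorubicin before readout; 0% = doxorubicin-only wells and 100% = vehicle-treated cells without doxorubicin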
# Active calls of the source: *; x = not tested or not shown. Outcome played no part in choosing rows (roughly 6.1% active in at least one column).
SMILES,Yeast lifespan up,HCT116 bCat-KO,E-sel TNF inh,Measles CPE,PTEN del growth,BB579 growth dn,Phagocytosis inh,NPY Y2 blocker,GALR2 antag,MRP-1 activ
Cc1ccc(Nc2nnc(SCC(=O)NCCN3C(=O)CSC3=O)s2)cc1C,-5.3,78.3,x,4.6,78.8,-1.8,-8.0,1.0,12.7,-0.6
CCOc1ccc(NC(=NCc2ccc3c(c2)OCO3)SC2CC(=O)N(c3ccc(C(=O)O)cc3)C2=O)cc1 (centres undefined),3.9,88.6,0.4,12.3,85.2,-55.2,0.8,5.8,-1.3,0.0
COc1ccc2c(c1)C(=NNC(=O)c1ccccn1)c1cc(OC)ccc1-2,-1.8,86.1,-15.8,0.4,77.5,-8.9,-2.8,1.0,4.8,-1.2
Cc1ccc2nc(/C(C#N)=C\c3cc(C)n(-c4cccc([N+](=O)[O-])c4)c3C)[nH]c2c1,0.2,42.0,-4.7,1.9,50.6,-25.8,-1.7,-3.3,-2.9,-4.1
CCOC(=O)CSC1=C(C#N)C(c2ccc3c(c2)OCO3)CC(=O)N1 (centres undefined),-11.7,51.0,15.0,3.7,48.8,-31.3,-1.1,8.1,-10.2,-4.3
CCn1c(SCC(=O)c2ccccc2)nnc1-c1ccoc1C,-12.9,93.3,x,5.2,86.6,-31.6,-0.7,1.7,-3.9,-1.7
O=C(C1CCCCN1S(=O)(=O)c1ccccc1)N1CCN(Cc2ccccc2)CC1 (centres undefined),-5.4,85.9,8.8,11.3,88.8,-23.2,-1.0,3.1,-14.9,-1.7
CC(C)Cc1nc2oc3c(NCCCN4CCOCC4)ncnc3c2c2c1CCC2,-18.2,39.4,-14.6,8.3,43.4,-5.3,x,2.6,-9.1,-7.4
CC1=C(C(N)=O)C(c2cccc(O)c2)n2nc(CCCO)nc2N1 (centres undefined),-3.7,96.3,11.0,3.2,88.7,-16.9,1.1,-0.5,0.7,-1.2
COc1ccccc1C1N(c2ccc(F)cc2)C(=O)C2CCCN21 (centres undefined),-10.6,97.0,-3.6,8.6,98.5,-12.5,-1.4,-1.3,6.3,0.5
COc1cccc(-c2nc3ccccc3c(=O)n2NC(=O)c2cccnc2Cl)c1,12.6,90.3,x,6.3,98.2,-30.4,1.1,3.7,16.1,-1.1
COCCN1CN=C(Nc2nc3ccccc3s2)NC1,-0.1,98.3,-5.8,23.5,101.8,-34.8,x,-1.8,9.9,-1.8
COc1ccc(NC(=O)COc2ccc(N(C)S(=O)(=O)c3ccc(C)cc3)cc2)cc1,-1.2,88.5,x,14.8,71.0,-12.4,-1.9,5.3,5.5,0.9
CCC(=O)Nc1ccc(C(=O)N/N=C/c2ccccc2[N+](=O)[O-])cc1,-8.5,97.9,8.0,16.7,102.7,-36.8,x,-0.9,7.1,-0.3
CCCN1Cc2cccc(C(=O)NCc3cccs3)c2C1=O,-13.5,111.5,6.0,3.9,102.5,-16.9,-0.3,5.1,-2.7,-0.5
O=C(Cn1c(=O)n(Cc2ccco2)c(=O)c2c3c(sc21)CCCCC3)c1ccccc1,-14.4,86.8,5.7,8.6,70.7,-37.2,x,4.8,-17.6,-2.3
COc1ccc(C(=O)N2CC3(C)CC2CC(C)(C)C3)cc1OC (centres undefined),x,92.2,-1.9,23.5,94.0,-0.5,x,1.9,9.3,-1.1
Cc1cc(NC(=O)c2ccc(Cl)cc2)c(C(C)C)cc1O,-15.3,70.6,7.7,6.3,77.4,23.5,2.9,4.6,9.2,-3.5
Cc1ccccc1-c1nc2ccccc2[nH]1,x,97.0,-15.7,5.3,95.9,-28.6,x,2.6,-1.3,0.0
CCCCn1c(CNC(=O)Cc2ccccc2)nc2ccccc21,-5.3,93.4,x,2.0,91.1,-3.7,-0.5,1.5,1.9,-2.5
CC(=O)N=c1sc2cc(C)ccc2n1C,-9.3,101.0,x,27.9,105.4,-9.9,0.5,3.4,9.1,2.7
Cc1ccc(CC(=O)OCC(=O)NC2CCCC(C)C2C)cc1C (centres undefined),1.1,86.2,-8.0,34.8,87.4,-44.1,x,5.0,7.7,-0.9
CC(C)OC(=O)c1cccnc1SCC(=O)N(C)c1ccccc1,2.2,90.3,30.0,12.0,93.1,-38.4,0.2,6.3,1.7,-1.4
Cc1nccc(-c2ccc(-n3cnc4ccccc43)cc2)n1,-15.1,84.9,x,28.6*,79.8,-66.3,-0.3,4.2,2.2,-2.4
COc1ccc(/C=C/C(=O)Nc2cc(C)nn2-c2nc3ccccc3n2Cc2cccc([N+](=O)[O-])c2)cc1,-0.2,67.0,3.3,2.8,68.2,-30.1,x,2.7,-14.3,-3.5
CCC(=O)n1nc(-c2ccc(Cl)cc2)nc1SC,x,87.2,-14.2,3.0,105.7,1.8,x,1.2,-14.9,-1.5
COC(=O)c1cscc1NC(C)=O,-9.5,97.7,8.8,2.3,104.5,-44.4,0.7,-0.7,8.9,0.3
CCOc1ccc(NC(=O)CN2CCN(CC(=O)Nc3ccc(C(=O)OC)cc3)CC2)cc1,-5.7,100.1,x,8.5,95.6,-14.7,0.2,-1.8,0.0,-0.7
Cc1cc(Nc2cccc(C)c2C)n2ncnc2n1,1.6,96.9,-10.5,7.1,88.5,-22.7,x,0.6,-6.4,-2.7
O=C(c1cc2ccccn2n1)N1CCN(c2cccc(C(F)(F)F)c2)CC1,-6.2,89.1,x,9.2,94.5,-34.3,-1.3,4.7,2.2,0.2
COc1ccccc1N/C(=N/S(=O)(=O)c1ccc(Cl)cc1)c1ccccc1,-11.2,83.9,-37.5,11.1,80.5,4.0,0.2,3.5,7.9,-0.9
COc1ccc(-c2nnc(SCC(=O)Nc3ccc4c(c3)OCCO4)n2N)cc1OC,-7.2,96.9,30.7,x,96.3,-49.5,2.3,-0.3,-2.0,0.4
CCOc1ccc2nc(NC3=NC(c4ccc(OC)cc4)CC(=O)N3)nc(C)c2c1 (centres undefined),-15.3,1.4*,-27.9,4.0,1.8*,-35.9,x,4.8,-1.3,-5.9
Cc1ccc(CSCCNC(=O)CSc2ccccc2)cc1,5.5,96.6,x,11.0,96.2,-31.0,x,5.2,-4.0,-1.8
Cc1ccc(CCNC(=O)C2CCN(S(=O)(=O)N3CCCC3)CC2)cc1,-16.5,106.0,20.5,3.7,92.3,-33.8,-1.3,3.2,-6.6,-3.1
CCn1cc(C2=NC(c3ccccc3)CO2)c2ccccc21 (centres undefined),-2.0,91.5,-17.7,3.9,89.7,-41.6,x,1.6,-10.2,-2.1
S=C(Nc1ccccc1)N1CCN(C2CCCCC2)CC1,1.4,86.6,-19.0,5.5,100.1,-33.8,-0.3,0.6,2.0,-1.3
CCOC(=O)c1nnn(-c2nonc2N)c1CN1CCc2ccccc2C1,61.8*,76.7,-9.0,37.8,79.4,-37.8,0.5,7.1,11.7,-2.8
CC1CCN(C(=O)c2ccc(NS(C)(=O)=O)cc2)CC1,-4.3,100.8,-15.0,30.2,102.8,-61.3,-1.0,5.2,-11.3,0.4
CC(C)(C)C1CCc2[nH]c3ccccc3c(=O)c2C1 (centres undefined),-8.9,77.9,x,5.2,76.9,5.2,-0.3,3.5,4.2,-0.5
N#CCCN1CCNCC1,-8.5,104.8,5.0,12.3,108.0,-3.0,x,3.4,-9.0,0.8
S=C(Nc1ccccc1)N1CCn2c1nc1ccccc12,-7.5,69.4,-0.3,8.5,79.7,-17.2,-3.0,4.1,-6.0,-2.9
COC(=O)c1ccccc1S(=O)(=O)N(Cc1ccco1)Cc1cc2cc(OC)ccc2[nH]c1=O,-2.3,81.4,-6.2,18.9,73.0,-40.5,0.1,0.7,12.0,-4.8
Cc1cc(C(=O)Nc2cccnc2)cs1,-9.8,87.8,-5.0,17.8,93.7,-42.1,-0.5,3.1,3.0,0.1
O=C(N/N=C\c1ccc(Cl)s1)c1ccc(Cn2cccn2)o1,2.3,92.8,x,7.1,101.4,-16.6,-5.0,4.3,0.5,-1.6
O=C1CC(C(=O)Nc2ccccc2)S/C(=N\N=C\c2ccco2)N1 (centres undefined),-0.3,95.8,x,11.2,93.8,-26.5,-7.6,5.6,-1.8,-1.4
CC1CCCC(NC(=O)c2ccc3c(=O)n(CC4CCCO4)c(=O)[nH]c3c2)C1C (centres undefined),5.3,90.8,-2.7,8.3,90.2,-8.3,-1.6,-0.7,9.2,-1.8
CCn1c(-c2ccc(Cl)cc2)n[nH]c1=S,-3.8,100.3,4.1,17.1,103.8,-14.2,x,4.1,-7.0,-0.8
CCN(CC)C(=O)c1sc(N)c(C#N)c1C,-9.5,99.1,x,8.9,104.3,-31.4,0.0,0.8,-11.6,-0.7
CC(=O)c1ccc(NC(=O)CCNS(=O)(=O)c2cccc3nonc23)cc1,-11.1,80.0,-13.9,17.2,101.9,1.6,3.2,2.6,6.3,-1.7

# In another format: 2 of the compounds above
Structure	Yeast lifespan up	HCT116 bCat-KO	E-sel TNF inh	Measles CPE	PTEN del growth	BB579 growth dn	Phagocytosis inh	NPY Y2 blocker	GALR2 antag	MRP-1 activ
COC(=O)c1ccccc1S(=O)(=O)N(Cc1ccco1)Cc1cc2cc(OC)ccc2[nH]c1=O	-2.3	81.4	-6.2	18.9	73.0	-40.5	0.1	0.7	12.0	-4.8
Cc1cc(C(=O)Nc2cccnc2)cs1	-9.8	87.8	-5.0	17.8	93.7	-42.1	-0.5	3.1	3.0	0.1

# Going on with the list:
SMILES,Yeast lifespan up,HCT116 bCat-KO,E-sel TNF inh,Measles CPE,PTEN del growth,BB579 growth dn,Phagocytosis inh,NPY Y2 blocker,GALR2 antag,MRP-1 activ
O=C(NCc1ccccc1)C(=O)NCC1OCCN1S(=O)(=O)c1ccc2c(c1)OCCO2 (centres undefined),0.2,96.8,-24.6,8.2,101.9,-17.7,x,0.5,12.3,1.5
Cc1c(NC(=O)C(CC(=O)O)NCc2ccco2)c(=O)n(-c2ccccc2)n1C (centres undefined),x,95.0,0.6,0.6,96.2,-6.6,x,0.6,1.0,0.8
C=CCOC(=O)C1=C(C)NC(=O)NC1/C=C/c1ccccc1 (centres undefined),-17.1,95.3,x,25.3,91.3,-53.2,-0.3,1.5,-0.2,-0.6
CCCCC1CCC(c2nc(-c3cccnc3)no2)CC1 (centres undefined),-13.1,80.6,-11.5,7.7,80.1,15.4,x,0.3,2.9,1.8
Cc1ccc(Nc2nc(C(=O)NCc3ccco3)cs2)cc1,-13.9,63.9,-14.8,9.6,65.5,-7.2,-0.1,-1.0,12.6,-1.8
COc1ccc(Cl)cc1S(=O)(=O)N1CCN(Cc2ccc3c(c2)OCO3)CC1,1.1,85.3,14.2,6.4,82.3,-18.1,-2.0,2.6,-9.8,-1.5
COc1ccc2nc(NC(=O)c3cccnc3SC)sc2c1,-7.4,84.5,x,6.4,88.4,-12.3,-7.4,-0.6,-6.0,-0.7
COc1ccc(/C=N/NC(=O)CCc2nc3ccccc3[nH]2)cc1,1.4,95.0,x,4.0,107.9,-19.3,-3.8,0.3,5.5,1.2
